Screening results deposited in PubChem BioAssay by several laboratories.
GRK2 aptamer HTS: inhibitors of human GRK2 displacing RNA aptamer; P25098; bead flow cytometry, FAM-aptamer displacement from GRK2; inhibition of aptamer binding, % at 10 µM; hit rate 0.59% among 330,000; AID 488847;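 active = inhibition of aptamer binding above 40%, roughly 3 SD of noise, on plates passing a quality check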;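 also: median bead fluorescence of bound FAM aptamer so fluorescent compounds give negative values; no value below 0 was filed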
Fam108B inh: blocks mouse Fam108B hydrolase in RBBP9 counter-screen; recombinant Fam108B, FP-Rh probe fluorescence polarization; hit rate 0.33% among 300,000; inhibition, % at 9.51 µM;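 active = inhibition above the screen mean inhibition plus 3 SD, computed separately per campaign, cut at about 18% in these data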;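 also: inhibitors lower polarization as less probe binds the enzyme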
Bcl-xL primary: Bcl-xL (human) inhibition; Q07817; inhibition, % at 10.9 µM; GST-Bcl-xL / FITC-Bim BH3 peptide fluorescence polarization; hit rate 0.7% among 320,000;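 active = inhibition above the mean of all tested compounds plus 3 SD, cutoff set per campaign, cut at about 30% in these data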;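 also: 0% = DMSO wells and 100% = unlabeled Bim-BH3 peptide competitor; inhibitors lower millipolarization by displacing the labeled peptide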
Target sequence (Q07817 whole entry, looked up): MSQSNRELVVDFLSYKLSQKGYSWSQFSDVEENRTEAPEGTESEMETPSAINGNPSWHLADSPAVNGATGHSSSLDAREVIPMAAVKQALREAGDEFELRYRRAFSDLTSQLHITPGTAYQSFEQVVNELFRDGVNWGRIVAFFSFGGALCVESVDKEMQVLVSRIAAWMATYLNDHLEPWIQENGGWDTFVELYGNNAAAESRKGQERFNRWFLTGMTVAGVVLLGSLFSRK
VLA-4 inh: inhibition in a human VLA-4 binding assay; AID 2557; P13612; inhibition, % (about 7 µM as worked out from the volumes in the protocol); hit rate 0.2% among 330,000; VLA-4 expressing cells, ligand binding flow cytometry; in the data active = inhibition above about 50%
GLD-1 TGE inh: GLD-1-TGE RNA interaction inhibition (C. elegans); Q17339; purified GLD-1 + fluorescein TGE RNA, fluorescence polarization; inhibition, % at 5.96 µM; hit rate 0.44% among 320,000; AID 2280;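 active = percent inhibition above a per-plate cutoff, the plate mean of test compounds plus 3 SD, cut at about 30% in these data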;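 also: 0% = DMSO wells with GLD-1 and probe and 100% = wells lacking GLD-1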
Target sequence (Q17339 whole entry, looked up): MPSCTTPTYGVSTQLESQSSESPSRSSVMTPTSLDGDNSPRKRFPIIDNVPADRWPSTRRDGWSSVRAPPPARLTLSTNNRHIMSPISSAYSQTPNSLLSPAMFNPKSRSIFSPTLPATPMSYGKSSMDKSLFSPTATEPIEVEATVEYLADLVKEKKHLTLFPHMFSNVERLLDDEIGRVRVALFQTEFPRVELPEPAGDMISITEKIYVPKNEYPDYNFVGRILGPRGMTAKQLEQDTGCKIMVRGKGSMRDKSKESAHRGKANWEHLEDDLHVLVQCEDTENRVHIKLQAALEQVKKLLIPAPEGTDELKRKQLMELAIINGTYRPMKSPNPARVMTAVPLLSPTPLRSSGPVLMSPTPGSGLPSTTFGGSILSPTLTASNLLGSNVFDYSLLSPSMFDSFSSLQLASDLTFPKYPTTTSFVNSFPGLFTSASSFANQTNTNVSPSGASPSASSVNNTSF
CIT2-GFP yeast: alters CIT2-GFP fluorescence in TOR pathway yeast screen | S. cerevisiae CIT2-GFP strain, flow cytometry, 3 h; 100 means same as DMSO wells | GFP response vs DMSO, % at 10 µM | hit rate 0.065% among 320,000;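 active = GFP response relative to DMSO above a set limit, near the screen mean plus 3 SD, cut at about 150% in these data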;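 also: ratio of well median GFP fluorescence to mean of DMSO wells on the plate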
MEX-5 binding: C. elegans MEX-5 TCR-2 RNA binding activity | Q9XUB2 | MEX-5/FITC-TCR2 RNA binding, fluorescence polarization; stronger effect = lower value | activity score (negative = inhibition of binding), % at 10 µM | hit rate 0.38% among 300,000 | AID 1832;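 active = inhibition past about -25% in most replicates, and total fluorescence under double the plate's negative control median, limit read from the data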;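 also: 0% = DMSO and -100% = 5 µM competing unlabeled TCR2 RNA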
MCL1 BIM primary: MCL1-BIM-BH3 interaction inhibition (human); Q07820; GST-MCL1 / FITC-Bim-BH3 fluorescence polarization; inhibition, % at 10.9 µM; hit rate 0.68% among 320,000;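 active = inhibition above the mean inhibition of all tested compounds plus 3 SD, set per campaign, cut at about 40% in these data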;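 also: 0% = DMSO wells and 100% = unlabeled Bim-BH3 peptide control; higher means more loss of mP so more displacement of Bim peptide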
Target sequence (Q07820 whole entry, looked up): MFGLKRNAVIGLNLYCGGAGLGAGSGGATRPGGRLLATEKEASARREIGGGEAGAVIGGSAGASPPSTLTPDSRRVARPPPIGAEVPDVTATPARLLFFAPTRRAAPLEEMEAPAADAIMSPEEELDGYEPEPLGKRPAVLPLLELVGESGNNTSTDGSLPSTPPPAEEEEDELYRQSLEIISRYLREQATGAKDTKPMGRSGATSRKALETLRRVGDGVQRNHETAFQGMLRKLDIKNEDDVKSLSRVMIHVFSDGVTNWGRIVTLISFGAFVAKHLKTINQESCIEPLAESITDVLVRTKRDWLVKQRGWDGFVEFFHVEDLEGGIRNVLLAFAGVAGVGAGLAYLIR
AGP1-GFP MLPCN: yeast TOR pathway AGP1-GFP modulation; S. cerevisiae AGP1-GFP multiplex flow cytometry, 3 h; GFP as percent of DMSO wells; AID 2066; hit rate 0.02% among 320,000; GFP response vs DMSO, % at 10 µM;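 active = GFP response relative to DMSO above a set limit, near screen average plus 3 SD, cut at about 150% in these data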;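 also: median GFP channel fluorescence of the gated AGP1 strain per well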
An asterisk follows results filed as active; . = no result given; [ ] = another dose, or the depositor's remark.

SMILES	GRK2 aptamer HTS	Fam108B inh	Bcl-xL primary	VLA-4 inh	GLD-1 TGE inh	CIT2-GFP yeast	MEX-5 binding	MCL1 BIM primary	AGP1-GFP MLPCN
COc1ccc(-n2c(=S)[nH]c3cc(C(=O)O)ccc3c2=O)cc1	1	-4	2	14	-4	102	0.2	6	99
CC(C)=C[C@H]1C[C@H](C)[C@H]2CC[C@H](C)c3c(O[C@@H]4OC[C@@H](O)[C@H](O)C4O)c(O)c(C)c1c32 (stereo partly specified)	2	.	.	13	5	99	.	.	102
CC(=O)N(C)c1ccc(N=Nc2c(C)[nH]n(C(N)=S)c2=O)cc1	12	-1	-1	8	4	102	-32*	0	105
COc1ccc(OCC(=O)Nc2ccc3c(c2)nc(CCNC(C)=O)n3C)cc1	0	2	3	-6	4	108	1.9	5	99
CC1CN(CC(=O)NCc2ccccc2)CC(C)O1 (stereo unspecified)	2	1	2	-3	7	98	-1.4	3	89
CCOc1ccc(C(=O)C(C)OC(=O)c2cnc(C)cn2)cc1 (stereo unspecified)	0	2	1	-3	1	109	1.7	-2	104
O=C(c1cc2nc(-c3ccco3)cc(C(F)(F)F)n2n1)N1CCCc2ccccc21	2	-3	5	14	-3	104	-2.6	5	103
CN(C)C(CNC(=O)CSc1nnc(-c2ccco2)o1)c1ccccc1 (stereo unspecified)	0	5	-4	-16	-1	89	1.6	2	103
CS(=O)(=O)Nc1ccc(C2=NN(C(=O)c3cccc(F)c3)C(c3cccs3)C2)cc1 (stereo unspecified)	0	2	4	5	7	103	0.2	1	110
Cc1ccc(S(=O)(=O)N2CCC(=O)CC2)cc1	16	4	3	-9	2	123[may fluoresce green]	0.8	12	108[may fluoresce green]
CC(NC(=O)Nc1ccc2c(c1)OCO2)C1CCCO1 (stereo unspecified)	4	2	1	7	-9	99	-1.7	-1	102
COc1cccc(-c2ncc3ccccc3c2CO)c1	1	.	-1	0	-3	94	.	3	96
C(=N\Nc1cc(N2CCCCC2)ncn1)/c1ccco1	5	-4	1	1	6	101	1.4	-2	102
Cc1ncc(CSc2nc3ccccc3[nH]2)c(N)n1	2	3	-8	12	5	95	-0.8	3	100
Cc1ccc(-c2nnc(CSc3nnc(COc4ccccc4)n3-c3ccccc3)o2)cc1	2	-3	-4	1	3	.	1.3	0	106
CCN1CCN(CCCCOc2ccccc2F)CC1	0	-3	5	-2	3	106	-4.8	-3	101
CCCn1nc(NC(=O)c2cccs2)c2cc3cc(C)ccc3nc21	1	-7	-34	-1	3	90	0.3	-32	99
CCCCNC(=O)C1CCC(CNS(=O)(=O)c2c(C)cc(C)cc2C)CC1 (stereo unspecified)	0	-1	9	11	5	100	0.0	11	94
N#C/C(=C\c1ccc(C#N)cc1)C(=O)c1ccccc1	0	.	.	1	.	89	1.6	.	87
CC(=O)N1NC(=Nc2ccccc2)SC1(C)C	1	0	5	11	2	90	-0.5	4	80

The final 5 records of the section before are carried over, then new ones follow.
SMILES	GRK2 aptamer HTS	Fam108B inh	Bcl-xL primary	VLA-4 inh	GLD-1 TGE inh	CIT2-GFP yeast	MEX-5 binding	MCL1 BIM primary	AGP1-GFP MLPCN
CCN1CCN(CCCCOc2ccccc2F)CC1	0	-3	5	-2	3	106	-4.8	-3	101
CCCn1nc(NC(=O)c2cccs2)c2cc3cc(C)ccc3nc21	1	-7	-34	-1	3	90	0.3	-32	99
CCCCNC(=O)C1CCC(CNS(=O)(=O)c2c(C)cc(C)cc2C)CC1 (stereo unspecified)	0	-1	9	11	5	100	0.0	11	94
N#C/C(=C\c1ccc(C#N)cc1)C(=O)c1ccccc1	0	.	.	1	.	89	1.6	.	87
CC(=O)N1NC(=Nc2ccccc2)SC1(C)C	1	0	5	11	2	90	-0.5	4	80
NC1=NC[C@H](Cc2ccc(O)cc2)N1CCC12CC3CC(CC(C3)C1)C2	0	-2	3	-8	0	84	0.8	11	.
CCOC(=O)C1=C(CC)Nc2ccccc2N=C1NC(=O)c1cc(C)on1	5	.	1	0	2	93	.	-1	91
CCOC(=O)c1ccc(NC(=S)Nc2ccc(C)cc2)cc1	0	-2	4	7	7	83	-1.7	7	84
Cc1noc(NS(=O)(=O)c2ccc(NC(=O)C(C)C)cc2)c1C	0	3	7	-6	-7	104	-1.6	11	99
CN(CC(=O)N1CCN(c2ccccc2)CC1)S(=O)(=O)c1cccs1	0	7	5	1	2	94	0.9	3	96
CC(C)c1ccc(NC(=O)CSc2nc(=O)n(CCN3CCOCC3)c3c2CCC3)cc1	0	1	-3	-4	5	89	1.6	-5	94
COc1ccccc1C(=O)NC(=O)CSc1nnnn1C	0	.	.	17	0	93	.	.	97
C=CCN1C(=O)/C(=C\c2cccc(OC(=O)c3ccco3)c2)SC1=S	0	-3	-2	-8	2	93	2.4	-1	94
O=C(N/N=C1\CCSC1)c1cc(Cl)ccc1O	0	3	9	-5	-5	102	-0.9	17	103
CN(C)c1ccc(NC(=O)c2sc(SCC(=O)Nc3nccs3)nc2N)cc1	0	5	16	1	1	101	-0.5	12	100
COc1ccc(S(=O)(=O)N(C)CC(=O)NCCN2CCOCC2)cc1Cl	0	-1	5	7	0	100	1.6	5	91
CC(O)C(NS(=O)(=O)c1ccc(Cl)cc1)C(=O)OCc1cc([N+](=O)[O-])cc2c1OCOC2 (stereo unspecified)	0	2	1	-16	2	89	0.9	-2	103
COc1ccc(C(=O)Nc2cccc(S(=O)(=O)NC3=NCCCCC3)c2)cc1	0	.	-4	-10	4	107	.	-9	106
COc1ccc2cc(CCNC(=O)c3ccco3)c(=O)[nH]c2c1	0	2	3	-19	-7	108	-0.8	1	113
COc1ccc(C(=O)NC2CCN(CC(=O)Nc3c(C)cccc3C)CC2)cc1OC	0	0	3	3	3	108	1.0	-3	98
CC(=O)c1cccc(N2C(=NC(=O)C3CC3)SC3CS(=O)(=O)CC32)c1 (stereo unspecified)	2	-1	-3	23	-3	105	2.6	1	103
O=c1c2ccccc2nc(SCc2cccc(F)c2)n1Cc1ccco1	0	-3	-6	-2	-2	82	-0.3	7	104
O=C(O)c1c[nH]c2cc(C(F)(F)F)ccc2c1=O	0	3	12	-3	2	118	-3.5	9	90
O=S(=O)(/N=C(/Nc1cc(N2CCOCC2)ncn1)c1ccccc1)c1ccccc1	7	0	2	13	1	86	2.6	4	93
CCOC(=O)C1=C(C)Nc2ccccc2N=C1NC(=O)/C=C/c1ccc(OC)cc1OC	1	-8	-5	-1	5	102	9.0	-10	98

Arranged by value in GRK2 aptamer HTS (low to high): 3 of the compounds above
SMILES | GRK2 aptamer HTS
COc1ccc(C(=O)Nc2cccc(S(=O)(=O)NC3=NCCCCC3)c2)cc1 | 0
CCOC(=O)C1=C(C)Nc2ccccc2N=C1NC(=O)/C=C/c1ccc(OC)cc1OC | 1
CC(=O)c1cccc(N2C(=NC(=O)C3CC3)SC3CS(=O)(=O)CC32)c1 (stereo unspecified) | 2

Following part:
SMILES	GRK2 aptamer HTS	Fam108B inh	Bcl-xL primary	VLA-4 inh	GLD-1 TGE inh	CIT2-GFP yeast	MEX-5 binding	MCL1 BIM primary	AGP1-GFP MLPCN
COc1ccccc1N1CCN(C(=O)CCC(=O)Nc2nnc(CC(C)C)s2)CC1	0	-1	3	-19	-9	111	1.9	3	103
CC(C)Sc1nc2ccccc2n1CC(=O)NCc1ccc2c(c1)OCO2	3	-1	-7	0	-1	115	-0.5	-4	109
CC(=O)N1CCC(=NNC(=O)CSc2cc(C)c(Br)cc2C)CC1	1	3	7	24	-1	99	-2.0	13	95
Cc1nn(-c2ccc(Cl)cc2)c(N)c1C(O)(CSc1nccn1C)C(F)(F)F (stereo unspecified)	0	-1	0	-43	3	103	.	-2	100
Cc1cc(F)ccc1S(=O)(=O)N1CCCOC1CNC(=O)C(=O)NC1CC1 (stereo unspecified)	4	1	1	-19	-3	88	-1.2	6	95
CCCCn1c(N)c(N(CC)C(=O)Cc2ccc(S(=O)(=O)N3CCOCC3)s2)c(=O)[nH]c1=O	2	-1	7	43	13	106	-0.4	3	104
CCOC(=O)Cn1nc(C)n(-c2ccc(C)cc2)c1=O	0	-1	8	3	4	107	1.1	9	106
Cc1ccc(S(=O)(=O)N(C)c2ccc(C(=O)Nc3ccccn3)cc2)cc1	1	-1	1	9	1	94	-2.2	-6	101
Cc1cccc2cc(CN(CCN3CCCC3)C(=O)NC3CCCCC3)c(=O)[nH]c12	0	-2	10	1	4	102	-2.6	8	102
O=C(N/N=C/c1ccccc1C(=O)O)c1ccc(COc2cccc3cccnc23)cc1	0	3	8	2	2	93	2.1	10	100
O=C(O)c1cn(-c2ccc(F)cc2)c(=O)c2ccccc12	4	6	7	0	0	107	1.3	-1	104
CCOC(=O)c1[nH]c2cc(OC)c(OC)cc2c1NC(=O)C(C)N1CCN(Cc2ccccc2)CC1 (stereo unspecified)	2	5	-3	4	4	94	-3.1	-16	105
CCC(C)Nc1nc2c(c(=O)n(C)c(=O)n2C)n1Cc1cccc(C)c1 (stereo unspecified)	0	-2	-1	22	0	102	3.7	0	107
COc1ccc(NC(=O)CS(=O)CC(=O)Nc2ccc(NC(C)=O)cc2)cc1 (stereo unspecified)	0	4	-3	7	-1	96	1.8	-4	99
Cc1cc(NC(=O)c2cccc(Oc3ccccc3)c2)n[nH]1	1	0	-1	23	1	98	0.4	-1	106
O=C(NCC1CCCCC1)C1CCC(=O)N(CCc2cccc(F)c2)C1 (stereo unspecified)	0	1	6	14	-1	105	-0.1	4	93
COc1ccccc1C(=O)Nc1nc2ccc(S(C)(=O)=O)cc2s1	0	-14	4	-12	2	91	-0.4	12	95
Cc1ccccc1CNS(=O)(=O)c1csc(C(N)=O)c1	6	4	-1	5	-4	107	0.7	-6	102
Cc1cc(OCC(=O)OCC(=O)NC2CCCCCC2)ccc1Cl	3	.	6	11	1	87	.	0	92
COc1ccc(-n2c(=O)[nH]cc(C(=O)N3CCc4ccccc43)c2=O)cc1	0	-1	3	-9	0	92	2.6	3	91
COCCNC(=O)c1onc(CSc2ccccn2)c1C(=O)NCCOC	1	-2	3	11	-1	74	1.3	3	83
Cc1ccc(C)c(NC(=O)Cc2csc(-c3ccccc3)n2)c1	0	3	2	-6	2	89	-4.3	9	97
O=C(CN1C(=O)c2ccccc2C1=O)NC1CCCCC1	0	1	-4	1	3	98	-1.1	-1	100
CCCCCCCCCCS(=O)(=O)N/N=C/c1ccc([N+](=O)[O-])cc1	1	8	8	-1	4	100	-2.1	7	103
CC(C)C[C@H](N)c1nnc(SCC(=O)Nc2ccc(Br)cc2)o1	0	2	7	5	2	95	1.8	16	94
Cc1nc2ccc(NC(=O)COc3ccccc3C)cc2s1	0	-3	-8	22	2	82	2.6	-12	79
CCN(CCC(=O)Nc1cc([N+](=O)[O-])ccc1OC)Cc1ccccc1	0	5	-3	22	5	94	-0.7	3	98
O=C(CCc1ccccc1)N1CCCC1	2	2	2	2	0	100	-0.1	-6	97
